# Mito fusion yeast: blocks mitochondrial division or promotes mitochondrial fusion | AID 485298 | 320,000 compounds, 0.23% hits | S. cerevisiae fusion-defective mutant growth rescue, CellTiterGlo 48 h | Potency, µM (titrated, usually from 46.1 µM), without a hit: at the top dose growth rescue (activation), actives largely listed as activators;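 further: potency means the concentration at half of the fitted maximal effect; % of control where 0% means no effect; nearly all actives have a fitted effect of over 45% in size; temperature-sensitive fusion mutants such as fzo1-1 at 37 °C on non-fermentable ethanol glycerol medium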
#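 Yeast fusion mutant, YPEG (non-fermentable carbon), compound, 48 h at 37C non-permissive; CellTiterGlo added, 10 min RT, luminescence read. Rescued growth = division inhibition.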
# TRPV1 agonist: agonists of human vanilloid receptor 1 (TRPV1); Q8NER1; 320,000 compounds, 0.19% hits; TRPV1-expressing cells, Fluo-8 calcium influx, agonist mode; activation, % at 8.33 µM; AID 540275; in the data active means activation above about 80%; inconclusive means between about 30% and that limit; further: 0% is about no effect
#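 TRPV1-expressing cells were cultured overnight at 35.5C and loaded with Fluo-8 calcium dye for 40 to 90 min at room temperature. After a 10 s baseline, compound was added and calcium influx was read kinetically for 3 min (ex 480/em 520 nm).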
# TSHR antag: human thyrotropin receptor antagonism; P16473; TSHR-expressing cells, TSH-stimulated cAMP HTRF, 2 h; active compounds read low; activity change, negative = inhibition, % at 11.5 µM; 330,000 compounds, 0.2% hits;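 active means activity change below a set negative limit, meaning inhibition stronger than a set level, cut at about -70% in these data; inconclusive means activity change between two set negative limits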; further: on the % scale 0 is the no-effect control and ±100 the full control effect
#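 Read-out is FRET at 665 nm (cryptate excitation 337 nm) from a cryptate-tagged anti-cAMP antibody, competed by cell cAMP against cAMP-d2. Compounds are tested on freshly harvested TSHR cells challenged with 4nM TSH (EC80) for 2 hours at 37 deg C.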
# Eya2 phos inh: Eya2 (human) phosphatase inhibition | O00167 | recombinant Eya2, OMFP fluorescence dephosphorylation (OMFP is methylfluorescein phosphate) | Potency, µM (highest dose often 76.9 µM), without a hit: at the top dose activity, negative = inhibition, usual class: inhibitors | 330,000 compounds, 0.006% hits | AID 488837; further: potency means the concentration at half of the fitted maximal effect; on the % scale 0 is the no-effect control and ±100 the full control effect
#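 Eya2 protein (added as 0.2 uM solution) was preincubated with compound for 10 min at ambient temperature in 50 mM HEPES pH 7.5, 50 mM NaCl, 5 uM MgCl2, 0.05% BSA, 1 mM DTT. OMFP (added at 50 uM) then reacted 10 min; fluorescence read at 485/525 nm.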
# TCR activator: activates T cell receptor signaling; primary human leukocytes, anti-CD3, IL-2 HTRF, 48 h; 330,000 tested, under 10 active; Potency, µM (series often up to 9.22 µM), inactives show at the highest dose activation of IL-2 secretion, usual class: activators; further: % of control where 0% means no effect
#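 Primary human leukocytes receive a-CD3 beads and test compound and are incubated 48 hr. Secreted IL-2 is then assayed by HTRF, measuring 665nm acceptor emission after 320nm excitation of the europium donor.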
# KCNH2 WT inh: blocks the wildtype human KCNH2 potassium channel; Q12809; U2OS, BacMam KCNH2, thallium flux FluxOr; active compounds read low; activity change, % at 1.84 µM; 340,000 compounds, 0.37% hits;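 active means maximum activity change below -70%; inconclusive means maximum activity change between -70% and -50%; inactive means maximum activity change above -50%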; further: on the % scale 0 is the no-effect control and ±100 the full control effect
#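 U2OS cells transduced with wild-type KCNH2 virus are loaded with FluxOr dye for 45 min, and thallium flux is measured in kinetic reads before and after stimulation buffer. Rate constants are normalized to DMSO controls.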
# AT treatment: potential ataxia-telangiectasia treatments restoring KAP-1 phosphorylation. […] A-T fibroblasts, KAP-1 phosphorylation AlphaLISA; neocarzinostatin DNA damage 30 min before lysis. AID 485349. Potency, µM (doses to about 57.5 µM), for the others: at the top dose activation, most hits filed as activators. 320,000 compounds, 0.19% hits; further: potency means the concentration at half of the fitted maximal effect; % of control where 0% means no effect; nearly all actives have a fitted effect of over 45% in size
#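 hTERT-immortalized A-T patient fibroblasts ([…]), 500 cells/well in OPTI-MEM, 1% FBS, got compounds for 60 min, then NCS for 30 min at 37C. Lysates were then assayed for phospho-KAP-1 by AlphaLISA (anti-pKAP1 donor, anti-KAP1 acceptor beads), 6 hr at 25C.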
# USP2a inh: USP2a (human) protease inhibition; O75604; USP2 core, Ub-CHOP2 coupled fluorogenic reporter, 485/531; 330,000 compounds, 0.01% hits; AID 463254; Potency, µM (titrated, usually from 38.3 µM), inactives show top-dose activity change, negative = inhibition, actives largely listed as inhibitors;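 further: potency means the concentration at half of the fitted maximal effect; plate controls were DMSO wells for no effect and full inhibition by NEM control for full effect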
# Target sequence (O75604 whole entry, looked up): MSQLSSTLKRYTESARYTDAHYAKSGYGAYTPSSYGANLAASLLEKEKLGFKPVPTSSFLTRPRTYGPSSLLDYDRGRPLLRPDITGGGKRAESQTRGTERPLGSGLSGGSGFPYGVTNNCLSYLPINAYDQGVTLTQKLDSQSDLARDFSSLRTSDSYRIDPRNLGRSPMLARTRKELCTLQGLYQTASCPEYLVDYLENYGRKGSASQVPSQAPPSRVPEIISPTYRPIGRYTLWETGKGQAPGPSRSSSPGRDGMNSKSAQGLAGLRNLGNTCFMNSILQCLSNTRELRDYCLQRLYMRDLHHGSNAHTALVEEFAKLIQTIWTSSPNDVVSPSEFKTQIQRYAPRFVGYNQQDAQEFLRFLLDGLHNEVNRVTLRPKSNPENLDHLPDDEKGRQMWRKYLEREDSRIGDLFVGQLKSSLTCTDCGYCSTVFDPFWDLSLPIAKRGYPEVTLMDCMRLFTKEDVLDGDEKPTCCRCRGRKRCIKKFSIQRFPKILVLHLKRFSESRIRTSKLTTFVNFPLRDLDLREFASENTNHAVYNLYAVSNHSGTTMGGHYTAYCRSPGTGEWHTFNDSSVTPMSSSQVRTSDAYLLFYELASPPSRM
#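 USP2 core (10nM final) preincubated 30min RT with compound in 20mM Tris-HCl pH 8.0, 2mM CaCl2, 2mM beta-mercaptoethanol, 0.05% CHAPS; 25nM Ub-CHOP2 plus 25nM reporter substrate added, fluorescence (Ex485/Em531) read after 60min.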
# ELG1 DNA repair: blocks ELG1-dependent DNA repair in HEK293T cells; HEK293T ELG1-luciferase reporter, luminescence, 16 h; DNA damage induced by 5-fluorouridine; 330,000 compounds, 2.3% hits; Potency, µM (highest dose often 46.1 µM), for inactives: at the top dose activity change, negative = inhibition, usual class: inhibitors; further: potency means the concentration at half of the fitted maximal effect; on the % scale 0 is the no-effect control and ±100 the full control effect; nearly all actives have a fitted effect of over 55% in size
#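 5-Fluorouridine DNA damage + compound/DMSO, 2,000 cells/well, 16 h, 37 °C/5% CO2. ONE-Glo, 30 min RT, luminescence. Readout = decrease in reporter signal.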
# KCNH2 3.1 block: inhibitors of human KCNH2 3.1 potassium channel isoform; 340,000 compounds, 0.95% hits; activity change, % (tested at about 1.8 µM); U2OS KCNH2 3.1, thallium flux FluxOr; active compounds read low;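 active means maximum activity change below -70%; inconclusive means maximum activity change from -70% to -50%; inactive means maximum activity change above -50%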;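 further: thallium influx rate constant from kinetic fluorescence after stimulation buffer; on the % scale 0 is the no-effect control and ±100 the full control effect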
#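 Normalized rate constant (relative to positive and negative DMSO controls) derived from a 2 min kinetic fluorescence read after stimulation; U2OS cells expressing the 3.1 isoform via virus at 1.77 x 10^8 /mL.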
# Starred values were filed as active, the others as inactive; ? = inconclusive; . = no result given; [ ] = another dose, or the depositor's remark. Unless noted, the call rests on the fitted dose curve; in most records, active means well fitted curve in the direction sought with a large enough effect; inconclusive means small, poorly fitted or top-dose-only effect, or another doubt; inactive means no such curve, though single readings can be large; an effect the other way counts as inactive or inconclusive.
SMILES,Mito fusion yeast,TRPV1 agonist,TSHR antag,Eya2 phos inh,TCR activator,KCNH2 WT inh,AT treatment,USP2a inh,ELG1 DNA repair,KCNH2 3.1 block
O=C(NCCc1ccccn1)c1c(-c2ccsc2)sc2ccccc12,.,.,-7,7%,0%,-13,13%,1%,-16%,-3
COc1ccc(/C=N/OCC(=O)N(Cc2ccc(OC)cc2)c2ccccc2C(=O)O)cc1,0%,1,6,5%,-8%[46.1 µM],-14,-8%,2%,29%,34
COc1ccc(CCNC(=O)CCCc2ccccc2)cc1,4%,24,10,-6%,-7%,-8,0%,2%,?,9
Cc1ccnc(SCC(=O)N2CCN(C(c3ccccc3)c3ccccc3)CC2)n1,2%,?,2,5%,0%,-22,.,2%,?,-5
Cc1oc2c(CN(C)C)c(O)ccc2c(=O)c1-c1cscn1,2%,-4,-4,2%,1%,-3,2%,-1%,2%,-3
NS(=O)(=O)c1ccc(CCNC(=O)c2ccc(NC3=NC4CS(=O)(=O)CC4S3)cc2)cc1 (centres undefined),-7%,1,2,-6%,-6%,-16,-3%,-1%,-5%,-5
COc1cccc(NC(=O)CN(C)C(=O)CC2CCCCC2)c1,2%,14,13,-4%,.,-5,-8%,2%,19%,-5
COc1ccc(CC(=O)NCc2n[nH]c(=S)n2-c2ccc(Br)cc2)cc1,-2%,2,-1,-11%,-7%,-11,1%,4%,2%,3
COc1ccc(NC(=S)NCc2ccc(Cl)cc2)c(OC)c1,-12%,1,8,-5%,.,6,6%,-4%,7%,-4
CC(C)(C)c1ccc(C(=O)NNc2cc(N3CCCCC3)nc(N3CCCCC3)n2)cc1,1%,-3,4,8%,-8%,6,1%,0%,-3%,-13
OC(CN1CCN(Cc2ccccc2)CC1)c1ccccc1 (centres undefined),4%,5,19,18%,4%,11,-1%,7%,-3%,6
CCOCCCn1c(SCC(=O)NC2CCCC2)nc2ccccc2c1=O,2%,12,16,11%,0%,-3,6%,-1%,-17%,2
Cc1oc2c(c1C(=O)Nc1ccc(C(=O)O)cc1)CCCC2,2%,-2,-1,6%,2%,0,-7%,1%,28%,-20
Cc1noc(C)c1C(=O)Nc1ccccc1N1CCCC1,2%,6,22,8%,8%,1,-3%,-3%,11%,19
O=c1c2ccccc2nc(COc2ccccc2)n1/N=C/c1cc([N+](=O)[O-])ccc1O,12%,0,-30,5%,2%[46.1 µM],0,-1%,3%,-21%,-17
CCOc1ccc(CN2CCNC(=O)C2CC(=O)NCc2cc(C)n(C)n2)cc1 (centres undefined),-1%,6,27,8%,4%,0,13%,2%,6%,2
CC1(C)CC(=O)c2cc(OCC(=O)N3CCCCCC3)ccc2O1,-1%,10,10,10%,1%,-12,2%,1%,?,13
O=C(Cn1cnc2c(OCc3ccccc3)ncnc21)NCCCn1ccnc1,.,.,-5,7%,10%,2,2%,0%,13%,-24
CCOC(=O)Cn1cnc([N+](=O)[O-])n1,-3%,-3,.,.,-6%,-14,.,.,.,-15
Cc1ccccc1NC(=S)NNC(=O)c1cccc(Br)c1,14%,-9,11,12%,-1%,-3,-3%,-6%,-15%,-3
Cc1cc2nc(/C=C/c3nc4cc(C)c(C)cc4[nH]3)[nH]c2cc1C,4%,6,-4,3%,9%,3,22µM*,2%,?,11
CC(=O)Oc1c(C)c(OC(C)=O)c2c(c1C(C)=O)OC1CC(=O)C(C(C)=O)=C(O)C21C (centres undefined),-7%,-3,7,10%,2%,1,5%,4%,-19%,-10
CCOCc1c(C(=O)OCC(=O)Nc2ccc(C)c(S(=O)(=O)N(C)C)c2)oc2ccccc12,11%,3,-5,-8%,-6%[46.1 µM],1,4%,-1%,-19%,-2
c1cc2c3c(cccc3c1)C(N1CCCCCC1)=N2,3%,-1,2,-11%,-2%,15,21%,5%,6%,0
COc1cc([N+](=O)[O-])ccc1NC(=O)CCS(=O)(=O)c1ccc2c(c1)n(C)c(=O)c(=O)n2C,0%,1,12,8%,5%,-11,-5%,-1%,21%,18

# Full records, quoted from the list. Order of values: Mito fusion yeast, TRPV1 agonist, TSHR antag, Eya2 phos inh, TCR activator, KCNH2 WT inh, AT treatment, USP2a inh, ELG1 DNA repair, KCNH2 3.1 block
# Shown for Cc1ccccc1NC(=S)NNC(=O)c1cccc(Br)c1 = 14%, -9, 11, 12%, -1%, -3, -3%, -6%, -15%, -3
# Shown for Cc1cc2nc(/C=C/c3nc4cc(C)c(C)cc4[nH]3)[nH]c2cc1C = 4%, 6, -4, 3%, 9%, 3, 22µM*, 2%, ?, 11
# Shown for CCOCCCn1c(SCC(=O)NC2CCCC2)nc2ccccc2c1=O = 2%, 12, 16, 11%, 0%, -3, 6%, -1%, -17%, 2
# Shown for COc1ccc(CC(=O)NCc2n[nH]c(=S)n2-c2ccc(Br)cc2)cc1 = -2%, 2, -1, -11%, -7%, -11, 1%, 4%, 2%, 3
# Shown for CCOC(=O)Cn1cnc([N+](=O)[O-])n1 = -3%, -3, ., ., -6%, -14, ., ., ., -15

# Taken from above.
# KCNH2 WT inh with CCOc1ccc(CN2CCNC(=O)C2CC(=O)NCc2cc(C)n(C)n2)cc1 (centres undefined) → 0
# ELG1 DNA repair with Cc1ccccc1NC(=S)NNC(=O)c1cccc(Br)c1 → -15%

# (next part)
SMILES,Mito fusion yeast,TRPV1 agonist,TSHR antag,Eya2 phos inh,TCR activator,KCNH2 WT inh,AT treatment,USP2a inh,ELG1 DNA repair,KCNH2 3.1 block
CC(=O)Nc1ccc(NC(=O)CN(c2ccc(C34CC5CC(CC(C5)C3)C4)cc2)S(C)(=O)=O)cc1,5%,2,-9,11%,.,8,-4%,-1%,-1%,-1
CCC(=O)Nc1c2c(nn1-c1ccc(F)cc1)CS(=O)C2 (centres undefined),2%,-2,0,2%,5%,-6,-12%,?,7%,-15
CCC(=O)Nc1ccc(C(=O)OCc2ccccc2)cc1,-1%,9,-11,1%,1%,2,-5%,1%,?,7
CCOC(=O)/C(=N/Nc1ccc(Cl)cc1)S(=O)(=O)c1ccccc1,-4%,11,-4,8%,.,-16,2%,-3%,0%,-1
COc1ccc(OC)c(S(=O)(=O)N2CCCC(C(=O)NCc3ccco3)C2)c1 (centres undefined),5%,-1,1,0%,-3%,3,5%,4%,4%,1
CC(=O)Nc1ccc(S(=O)(=O)Oc2ccc(C(=S)N3CCC(O)CC3)cc2)cc1,-11%,-17,-1,3%,-5%[46.1 µM],-10,-5%,0%,?,1
O=C(Nc1ccc2c(c1)OCO2)C(c1ccccc1)N1CCCCC1 (centres undefined),-1%,.,7,15%,0%,12,5%,-1%,-6%,36
Cc1ccc(C(=O)CN2CCC(NC(=O)C3CCCCC3)CC2)cc1,1%,-1,3,-29%,-1%,-3,2%,2%,8%,-1
COc1cccc(CNC(=O)CN2C(=O)COc3ccc(S(=O)(=O)N4CCC(C)CC4)cc32)c1,-13%,8,12,2%,-3%,7,6%,0%,1%,25
O=C(Nc1cccc(F)c1)Nc1cnccn1,-3%,6,-12,9%,9%,-35,-5%,0%,9%,14
Cc1ccc(NC(=O)C(C)OC(=O)Cc2c[nH]c3ccccc23)cc1 (centres undefined),5%,?,-2,4%,8%,2,11%,-2%,?,16
COCCn1c(=NC(=O)c2ccc(S(=O)(=O)N3CCOCC3)cc2)sc2cc(S(N)(=O)=O)ccc21,1%,-3,-9,3%,-3%,-11,3%,4%,?,-23
C=CCn1c(SCC(=O)Nc2nnc(CC)s2)nnc1-c1ccco1,-6%,5,4,-9%,-5%,2,5%,-2%,4%,-8
Cc1ccc(F)cc1NC(=O)c1c(-c2ccccc2)noc1C,0%,-1,-5,4%,1%,-9,17%,1%,-8%,2
O=S(=O)(Nc1ncccn1)c1ccc(NS(=O)(=O)c2cc(Cl)ccc2Cl)cc1,-1%,-4,-5,15%,-3%,4,0%,2%,0%,32
Cc1ccc(NC(=S)NC(=O)C2CC2)cc1Cl,-1%,8,-4,-7%,8%,-6,-2%,1%,?,-20
Cc1ccnc(NS(=O)(=O)c2ccc(NC(=O)c3ccc([N+](=O)[O-])s3)cc2)n1,18%,2,16,-6%,-4%,-15,-6%,1%,?,7

# Screening results (PubChem BioAssay)

# An excerpt; the hit share may differ from the screen's.
